T cruzi growth – inhibitors of T. cruzi proliferation. 77,000 compounds, 5.9% hits. inhibition, % at 8.34 µM. T. cruzi beta-gal in NIH3T3, GalScreen luminescence, 90 h;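 active = mean inhibition above about 93%, with at least 55% of replicates each passing it, limit read from the data, passing the limit was not always enough; inconclusive = only one of those two conditions holds; inactive = neither condition holds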
C diff HTS – C. difficile growth inhibition. 86,000 compounds, 0.25% hits. Clostridium difficile clinical isolate growth, OD600, 24 h; hits give low values. growth activity, negative = inhibition, % at 16 µg/mL (by protocol);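 active = mean growth activity at or below -80% and every replicate also at or below -80%; inconclusive = mean at or below -80% but some replicate above -80%; inactive = mean growth activity above -80%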;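 also: 0% = DMSO wells and -100% = levofloxacin 16 µg/mL wells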
GASC1 inh – blocks human GASC-1 (KDM4C) demethylase activity; Q9H3R0; 96,000 compounds, 0.15% hits; inhibition, % at 12.5 µM; GST-KDM4C 2-372, H3K9me3 peptide, LANCE TR-FRET;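 active = mean replicate inhibition above about 25%, with at least 55% of replicates also reaching it, limit read from the data, passing the limit was not always enough; inconclusive = only one of those two conditions met; inactive = neither condition met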
Target sequence (Q9H3R0 2-372 limits assumed): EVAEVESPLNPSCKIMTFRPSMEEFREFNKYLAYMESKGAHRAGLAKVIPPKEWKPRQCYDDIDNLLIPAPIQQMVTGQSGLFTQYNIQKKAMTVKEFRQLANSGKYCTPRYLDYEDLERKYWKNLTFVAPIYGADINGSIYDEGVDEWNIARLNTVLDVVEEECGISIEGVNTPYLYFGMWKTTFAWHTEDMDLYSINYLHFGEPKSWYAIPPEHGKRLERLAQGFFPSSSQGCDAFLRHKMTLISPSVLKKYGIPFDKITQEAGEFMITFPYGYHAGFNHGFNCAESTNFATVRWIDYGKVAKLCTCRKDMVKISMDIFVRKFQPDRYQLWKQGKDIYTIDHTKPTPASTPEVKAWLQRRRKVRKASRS
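System: N-terminal GST-fused human GASC-1 (KDM4C) fragment, residues 2-372; amount: enzyme final amount 10 nM; incubation: reaction 30 min RT, detection step 1 h RT; medium: HEPES buffer, pH 7.5, plus ascorbate; technique: LANCE TR-FRET, Eu antibody, ULight-streptavidin, EDTA, ex 340 nm, em 618/671 nm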
Pf Dd2 inh – inhibitors of Plasmodium falciparum Dd2 growth; P. falciparum Dd2 growth, SYBR Green, 72 h; hits give low values; activity change, % at 10 µM; 94,000 compounds, 2.3% hits; AID 1159554; in the data active = activity change below about -80%; inconclusive = no clear call, values can overlap the other calls
The depositor's hits bear a star; ? = inconclusive; . = no result given; & = joins results of further samples.

SMILES | T cruzi growth | C diff HTS | GASC1 inh | Pf Dd2 inh
Cc1ccc(S(=O)(=O)N(C)C[C@@H]2Oc3ccc(NC(=O)Nc4ccc5c(c4)OCO5)cc3CC(=O)N([C@@H](C)CO)C[C@H]2C)cc1 | 30 | 2 | 0.3 | -48
C[C@@H](NC(=O)C[C@H]1C[C@H]2c3cc(NC(=O)Nc4ccccc4F)ccc3O[C@H]2[C@@H](CO)O1)c1ccccc1 | . | -19 | -3.4 | -20
C[C@@H]1CN([C@H](C)CO)C(=O)c2cc(NS(=O)(=O)c3cccs3)ccc2O[C@@H](C)CCCCO[C@H]1CN(C)Cc1ccc(C(F)(F)F)cc1 | 98* | -11 | -0.1 | -72
O=C(Nc1ccc2c(c1)[C@@H]1C[C@@H](CC(=O)N3CCCCC3)O[C@H](CO)[C@@H]1O2)C1CCC1 | 26 | . | -2.1 | 20
CCC(=O)N1[C@H](CO)[C@H](c2ccc(C3=CCCC3)cc2)[C@H]1CNCC1CCCC1 | . | 37 | 0.3 | -77
Cc1cccc(S(=O)(=O)N(C)C[C@H]2OCc3cnnn3CCCC(=O)N([C@@H](C)CO)C[C@H]2C)c1 | -22&-144 | -1&1 | 0.0 | -7&11
N#C[C@@H]1[C@H](c2ccc(C3=CCCCC3)cc2)[C@@H](CO)N1C(=O)CN1CCOCC1 | 9 | -2 | -0.1 | -4
C[C@H]1CN([C@@H](C)CO)S(=O)(=O)c2ccc(-c3cccnc3)cc2O[C@H]1CN(C)CC1CCOCC1 | . | 2 | -3.1 | -7
COCC(=O)N1CC[C@@H]2[C@H]1c1cc(-c3cccc(OC)c3)ccc1N(C)[C@H]2CO | 96* | 2 | 2.9 | -6
COCC#Cc1cnc2c(c1)C(=O)N([C@@H](C)CO)C[C@H](C)[C@@H](CN(C)C(=O)c1cnccn1)O2 | 17 | -7 | 1.5 | 17
CN1c2ccc(-c3cccc(C#N)c3)cc2[C@H]2[C@H](CCN2S(=O)(=O)c2cccc(F)c2)[C@@H]1CO | 42 | -2 | -6.4 | 2
COc1ccc2c3c([nH]c2c1)[C@H](CO)N(S(=O)(=O)c1ccc(C)cc1)CC31CN(Cc2ccccc2)C1 | . | -22 | -0.6 | -87*
C[C@H]1CN([C@@H](C)CO)C(=O)c2cccc(N(C)C)c2O[C@@H]1CN(C)Cc1ccc(C(=O)O)cc1 | -5 | 2 | 10.0 | 1
Cc1noc(C)c1NC(=O)Nc1cccc2c1O[C@H](CN(C)C(=O)Nc1ccccc1)[C@@H](C)CN([C@@H](C)CO)C2=O | -8 | -1 | -1.2 | 55
COc1ccccc1S(=O)(=O)N(C)C[C@H]1Oc2cc(C#CCC(C)C)ccc2S(=O)(=O)N([C@@H](C)CO)C[C@@H]1C | ? | 14 | -0.7 | -70
C[C@H](CO)N1C[C@H](C)[C@H](CN(C)Cc2ccc(C(=O)O)cc2)Oc2ccc(NC(=O)Nc3ccc4c(c3)OCO4)cc2CC1=O | -1 | -10 | 1.2 | 22
COC(=O)C[C@H]1CC[C@H]2[C@H](COc3ccc(NC(=O)C4CC4)cc3C(=O)N2C)O1 | -35 | 1 | -3.6 | 6
CCNC(=O)C[C@@H]1CC[C@H]2[C@H](COc3ccc(NC(=O)Nc4cccc(OC)c4)cc3C(=O)N2C)O1 | -7 | -3 | -0.9 | 16
C[C@H]1CN([C@@H](C)CO)C(=O)c2cccc(NS(C)(=O)=O)c2O[C@H]1CN(C)Cc1ccc(Oc2ccccc2)cc1 | . | -8 | . | -28
COCc1cn(CC[C@H]2CC[C@@H](NC(=O)Nc3ccccc3)[C@@H](CO)O2)nn1 | 4 | 17 | 0.5 | -34
COc1ccc(S(=O)(=O)N(C)C[C@H]2OCCCC[C@H](C)Oc3ccc(NS(=O)(=O)c4cccs4)cc3C(=O)N([C@H](C)CO)C[C@H]2C)cc1 | -37 | -2 | 0.4 | -81*
CCCNC(=O)[C@@H]1[C@@H](CO)[C@@H]2Cn3c(ccc(-c4ccc(OC)cc4)c3=O)[C@@H]2N1CCC | 61 | 2 | 15 | 2
C[C@@H]1CCCCO[C@H](CN(C)S(=O)(=O)c2cccs2)[C@@H](C)CN([C@H](C)CO)C(=O)c2cc(NC(=O)Nc3ccccc3)ccc2O1 | 58 | -1 | 0.3 | .
CO[C@H]1CN(C)C(=O)c2ccc(NC(=O)c3cccc(F)c3)cc2OC[C@@H](C)N(CC2CC2)C[C@H]1C | -44 | 0 | -0.2 | -21
CC(C)CC#Cc1ccc([C@H]2[C@H]3CN(C(=O)Cc4ccccc4)CC(=O)N3[C@H]2CO)cc1 | . | 0 | 0.3 | -24
CCC(=O)N1CC2(C1)CN(C(=O)c1cnccn1)[C@H](CO)c1c2c2ccc(OC)cc2n1C | . | -6 | 1.2 | 7
CCC(=O)N1CC2(C1)[C@H](c1ccc(-c3ccc(F)cc3)cc1)[C@@H](CO)N2S(C)(=O)=O | . | 2 | -2.6 | -7
CCCNC(=O)C[C@@H]1CC[C@@H]2[C@H](COC[C@@H](O)CN2Cc2cccc(F)c2)O1 | 11 | 4 | -0.3 | 12
COCC#Cc1cnc2c(c1)C(=O)N([C@@H](C)CO)C[C@H](C)[C@@H](CN(C)C(=O)c1cccnc1)O2 | -6 | -1 | 0.1 | 33
C[C@@H]1CN([C@H](C)CO)C(=O)c2cc(NC(=O)c3ccccc3)ccc2O[C@@H](C)CCCCO[C@H]1CN(C)S(=O)(=O)c1ccc(Cl)cc1 | 92 | 0 | 2.6 | -85*
C/C=C/c1ccc2c(c1)[C@H]1[C@H](CCN1S(=O)(=O)c1ccc(C)cc1)[C@H](CO)N2 | 11 | -2 | -0.4 | -50
N#C[C@H]1[C@H](c2ccccc2-c2ccccc2F)[C@@H](CO)N1C(=O)C1CCC1 | . | 13 | -0.4 | -16
C[C@@H]1CN([C@H](C)CO)C(=O)Cc2cc(NS(=O)(=O)c3ccc(Cl)cc3)ccc2O[C@H]1CN(C)Cc1ccc(-c2ccccc2)cc1 | 61 | . | 2.3 | -17
COCC(=O)Nc1ccc2c(c1)[C@H]1C[C@H](CC(=O)NCc3ccc(OC)cc3)O[C@H](CO)[C@H]1O2 | -7 | -2 | 2.4 | -11
CCCN1[C@@H]2c3ccc(-c4cccnc4)c(=O)n3C[C@@H]2[C@@H](CO)[C@@H]1C(=O)NC1CCCC1 | . | -5 | 8.6 | 7
COc1cccc(-c2ccc([C@H]3[C@@H](CO)N(C(C)=O)C34CN(C(C)=O)C4)cc2)c1 | . | -7 | 1.7 | 9
C[C@H](CO)N1C[C@H](C)[C@@H](CN(C)S(=O)(=O)c2cn(C)cn2)Oc2ccc(NS(C)(=O)=O)cc2C1=O | -62 | . | 0.5 | 23
Cc1ccc(-c2cnc3c(c2)C(=O)N([C@H](C)CO)C[C@H](C)[C@H](CN(C)CC2CCOCC2)O3)cc1 | -29 | 5 | 2.0 | 28
CO[C@H]1CN(C)C(=O)c2ccc(NS(=O)(=O)CC(F)(F)F)cc2OC[C@@H](C)N(C)C[C@H]1C | 1 | -1 | 0.5 | 28
CNC(=O)C[C@@H]1CC[C@@H]2[C@H](COc3ccc(NC(=O)C4CC4)cc3C(=O)N2C)O1 | -25 | -4 | 0.9 | -54
CCCNC(=O)N1CC2(C1)[C@H](c1ccccc1)[C@H](CO)N2C(=O)C1CC1 | . | -2 | -0.3 | 11
CNC[C@H]1Oc2c(NC(=O)Nc3ccc(C(F)(F)F)cc3)cccc2C(=O)N([C@H](C)CO)C[C@@H]1C | 54 | 7 | 0.4 | -5
O=C(C[C@@H]1CC[C@@H]2[C@H](COC[C@@H](O)CN2C(=O)Nc2ccc(Cl)c(Cl)c2)O1)NCc1ccc(Cl)cc1 | 84 | -12 | -1.4 | 8
Cc1noc(C)c1S(=O)(=O)N(C)C[C@@H]1Oc2c(NC(=O)c3cnccn3)cccc2C(=O)N([C@@H](C)CO)C[C@@H]1C | -66 | 3 | 0.0 | -4
CC(C)NC(=O)Nc1cccc2c1O[C@H](CN(C)Cc1ccc(C(=O)Nc3ccccc3N)cc1)[C@H](C)CN([C@H](C)CO)C2=O | . | -1 | 0.2 | -22
CO[C@H]1CN(C)C(=O)c2ccc(NS(=O)(=O)c3cccc(Cl)c3)cc2OC[C@H](C)NC[C@@H]1C | . | 2 | -1.0 | -2
C[C@H]1CN([C@@H](C)CO)C(=O)c2cccc(NC(=O)c3ccc(-c4nccs4)cc3)c2O[C@H]1CN(C)Cc1ccc(C(F)(F)F)cc1 | 81 | . | 0.8 | -42
C[C@@H]1CN([C@@H](C)CO)S(=O)(=O)c2ccc(C3=CCCC3)cc2O[C@@H]1CN(C)S(=O)(=O)c1cn(C)cn1 | -14 | -5 | 0.7 | 33
C[C@H](CO)N1C[C@H](C)[C@@H](CN(C)C(=O)Nc2ccc(F)cc2)Oc2ccc(NS(=O)(=O)c3ccc(F)cc3)cc2C1=O | 17 | -1 | 2.5 | -13
CC(=O)N1CC(=O)N2[C@H](CO)[C@H](c3ccc(-c4ccc(C(=O)N(C)C)cc4)cc3)[C@@H]2C1 | . | 0 | 0.6 | 0

2 entries from above, as labelled records:
CO[C@H]1CN(C)C(=O)c2ccc(NS(=O)(=O)c3cccc(Cl)c3)cc2OC[C@H](C)NC[C@@H]1C
  T cruzi growth: . | C diff HTS: 2 | GASC1 inh: -1.0 | Pf Dd2 inh: -2
C[C@H]1CN([C@@H](C)CO)C(=O)c2cccc(NC(=O)c3ccc(-c4nccs4)cc3)c2O[C@H]1CN(C)Cc1ccc(C(F)(F)F)cc1
  T cruzi growth: 81 | C diff HTS: . | GASC1 inh: 0.8 | Pf Dd2 inh: -42

Five entries from above, sorted by the number in Pf Dd2 inh, descending:
structure	GASC1 inh	Pf Dd2 inh
CCCNC(=O)N1CC2(C1)[C@H](c1ccccc1)[C@H](CO)N2C(=O)C1CC1	-0.3	11
O=C(C[C@@H]1CC[C@@H]2[C@H](COC[C@@H](O)CN2C(=O)Nc2ccc(Cl)c(Cl)c2)O1)NCc1ccc(Cl)cc1	-1.4	8
CC(=O)N1CC(=O)N2[C@H](CO)[C@H](c3ccc(-c4ccc(C(=O)N(C)C)cc4)cc3)[C@@H]2C1	0.6	0
C[C@H](CO)N1C[C@H](C)[C@@H](CN(C)C(=O)Nc2ccc(F)cc2)Oc2ccc(NS(=O)(=O)c3ccc(F)cc3)cc2C1=O	2.5	-13
C[C@H]1CN([C@@H](C)CO)C(=O)c2cccc(NC(=O)c3ccc(-c4nccs4)cc3)c2O[C@H]1CN(C)Cc1ccc(C(F)(F)F)cc1	0.8	-42

Next records follow.
SMILES | T cruzi growth | C diff HTS | GASC1 inh | Pf Dd2 inh
C[C@@H]1CN([C@@H](C)CO)S(=O)(=O)c2ccc(-c3cccnc3)cc2O[C@@H]1CN(C)Cc1ccncc1 | 36 | 2 | 0.8 | 26
COCC(=O)N1CCCCN2[C@H](C1)[C@@H](c1ccc(C#Cc3ccccc3)cc1)[C@@H]2CO | 59 | -12 | 1.2 | 23
COc1ccc(NC(=O)Nc2ccc3c(c2)C(=O)N([C@@H](C)CO)C[C@@H](C)[C@@H](CN(C)Cc2ccccc2)OCCCC[C@H](C)O3)cc1 | 103* | -1 | -0.2 | -23
CC(=O)N(C)C[C@@H]1Oc2ncc(-c3ccc(C)cc3)cc2C(=O)N([C@H](C)CO)C[C@@H]1C | -21 | 1 | -0.9 | 22
COc1cccc(-c2ccc3n(c2=O)C[C@@H]2[C@@H](CO)[C@H](C(=O)NC4CCC4)N(S(C)(=O)=O)[C@H]32)c1 | 37 | -1 | -0.5 | 12
C[C@@H]1CCCCO[C@H](CN(C)C(=O)Nc2cccc3ccccc23)[C@H](C)CN([C@@H](C)CO)C(=O)c2cc(NC(=O)c3ccncc3)ccc2O1 | 73 | 5 | 8.7 | -79
C[C@@H]1CCCCO[C@H](CN(C)C(=O)Nc2ccccc2)[C@@H](C)CN([C@H](C)CO)C(=O)c2cc(NC(=O)c3ccncc3)ccc2O1 | 18 | 0 | 0.5 | -11
COc1ccc(-c2ccc(C3[C@H]4CNC[C@@H]3N4Cc3cc(F)ccc3F)cc2)cc1 (some centres not stated) | . | 31 | -1.7 | -7
CO[C@@H]1CN(C)C(=O)c2cc(NS(C)(=O)=O)ccc2OC[C@@H](C)N(Cc2nccs2)C[C@H]1C | -15 | . | -0.2 | 15
C[C@H](CO)N1C[C@H](C)[C@H](CN(C)CC2CC2)Oc2cc(C#Cc3cccnc3)ccc2S1(=O)=O | -28 | . | -2.7 | -73
C[C@H]1CN([C@@H](C)CO)C(=O)c2cc(-c3cncnc3)cnc2O[C@H]1CN(C)C(=O)Cc1cccnc1 | -162 | 0 | 1.1 | 13
C[C@H](CO)N1C[C@H](C)[C@H](CN(C)C(=O)C2CCOCC2)Oc2ncc(-c3ccccc3)cc2C1=O | 37 | -4 | -1.4 | 65
COc1ccc(NC(=O)Nc2ccc3c(c2)C(=O)N([C@H](C)CO)C[C@@H](C)[C@@H](CN(C)S(=O)(=O)c2ccccc2)OCCCC[C@H](C)O3)cc1 | 23 | 2 | 0.1 | -27
C[C@@H]1CN([C@@H](C)CO)C(=O)Cc2cc(NS(C)(=O)=O)ccc2O[C@@H]1CN(C)C | 36 | 0 | 0.2 | 0
C[C@H](CO)N1C[C@H](C)[C@@H](CN(C)S(=O)(=O)c2ccc(Cl)cc2)Oc2c(NC(=O)C3CCOCC3)cccc2C1=O | 28 | 0 | 1.0 | 26

High-throughput results as filed in PubChem BioAssay.
